# NPSR antagonist – blocks cAMP signaling of the human neuropeptide S receptor | hit rate 1% among 220,000 | Potency, µM (doses to about 38.3 µM), for the others: top-dose activity change, negative = inhibition, hits mostly inhibitors | Q6W5P4 | CHO-NPSR cells, cAMP TR-FRET, antagonist mode; further: on the % scale 0 is the no-effect control and ±100 the full control effect; nearly all actives have a fitted effect of over 50% in size; many of its hits are not listed in these tables
# JMJD2E inh – inhibitors of human JMJD2E histone demethylase; B2RXH2; JMJD2E catalytic domain, FDH-coupled NADH fluorescence (FDH is formaldehyde dehydrogenase); Potency, µM (top dose mostly 57.1 µM), for inactives: at the top dose activity change, negative = inhibition, actives largely listed as inhibitors; hit rate 1.6% among 230,000; active means well fitted inhibition curve with a large enough effect, not every such curve was filed as active; inconclusive means small, poorly fitted or top-dose-only effect, or another doubt; inactive means no such curve, though single readings can be large or run the other way;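 further: 0% = wells with enzyme and -100% = buffer wells without enzyme; nearly all actives have a fitted effect of over 50% in size; many of its hits are not listed in these tables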
# RECQ1 helicase – blocks DNA unwinding by human RECQ1 | P46063 | RECQ1 DNA unwinding, red fluorescence kinetic read | Potency, µM (series often up to 57.3 µM), for inactives: at the top dose activity, negative = inhibition, hits mostly inhibitors | hit rate 0.54% among 240,000;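 further: plate controls were vehicle for no effect and no enzyme for full effect; nearly all actives have a fitted effect of over 30% in size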
# Target sequence (P46063 whole entry, looked up): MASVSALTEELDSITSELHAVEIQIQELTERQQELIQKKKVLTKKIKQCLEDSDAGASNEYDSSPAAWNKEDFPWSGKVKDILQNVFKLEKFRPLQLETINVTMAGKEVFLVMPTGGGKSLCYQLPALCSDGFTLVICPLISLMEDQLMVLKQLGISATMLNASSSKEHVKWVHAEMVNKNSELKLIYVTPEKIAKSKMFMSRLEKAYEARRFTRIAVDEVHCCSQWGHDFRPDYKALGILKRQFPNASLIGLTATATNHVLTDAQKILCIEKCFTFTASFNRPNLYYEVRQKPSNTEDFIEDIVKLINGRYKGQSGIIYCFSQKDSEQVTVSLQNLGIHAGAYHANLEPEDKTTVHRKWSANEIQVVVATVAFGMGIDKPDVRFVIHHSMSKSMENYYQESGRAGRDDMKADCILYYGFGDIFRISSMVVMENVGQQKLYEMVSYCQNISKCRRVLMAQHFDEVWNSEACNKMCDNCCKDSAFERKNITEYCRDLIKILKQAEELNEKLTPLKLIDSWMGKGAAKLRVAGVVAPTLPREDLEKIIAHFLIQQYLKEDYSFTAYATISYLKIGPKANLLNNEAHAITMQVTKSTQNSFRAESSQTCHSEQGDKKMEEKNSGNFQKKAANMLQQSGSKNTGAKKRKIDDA
#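 RECQ1T1 50 nM; forked duplex (20 bp + 30-nt ss tails) 200 nM, ATP 2 mM final; pH 8.0, 2 mM MgCl2, 2.5 ug/ml poly(dI-dC); 15 min compound preincubation; discontinuous kinetic read over 2 h at RT.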
# Luc counter – Kinase-Glo luciferase inhibition (counter-screen). Kinase-Glo luciferase, ATP luminescence, 8 min. Potency, µM (doses to about 38.3 µM), for the others: at the top dose activity change, negative = inhibition, hits mostly inhibitors. hit rate 0.28% among 200,000; further: on the % scale 0 is the no-effect control and ±100 the full control effect; nearly all actives have a fitted effect of over 60% in size
#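 Recombinant Kinase-Glo luciferase, 10 uM ATP (linear range), luciferin; imidazole pH 7.2 / KCl / MgCl2 / Tween / BSA buffer; 8 min RT; luminescence.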
# SMN2 splice up – SMN2 splice variant enhancement. Potency, µM (highest dose often 46.1 µM), for the others: at the top dose activity change, positive = activation, usual class: activators. AID 1458. HEK293 SMN2-luciferase splicing reporter, luminescence, 30-36 h. hit rate 2.8% among 210,000; further: % of control where 0% means no effect; nearly all actives have a fitted effect of over 55% in size
#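 HEK293 cells carry an SMN2 […]–luciferase reporter in which exon 7 inclusion puts luciferase in frame. Cells were plated 10-12 h before compound addition, then incubated 30-36 h at 37C. ONE-Glo luminescence was read; sodium butyrate at 4.5 mM final served as control.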
# Epigenetic derep – epigenetic control regulation, reporter derepression | murine LDR cells, GFP reporter derepression, 30 h | Potency, µM (series often up to 53.9 µM), for inactives: at the highest dose GFP activation, actives largely listed as activators | hit rate 0.2% among 280,000; further: % of control where 0% means no effect; nearly all actives have a fitted effect of over 60% in size
#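 In this reporter-derepression format, murine cells bearing a silenced integrated CMV-GFP locus incubate with test compound (30 h, 37 C), then are washed and imaged; fluorescent objects of 20–120 um count as induced cells.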
# IMPase Li inh – IMPase inhibition in cells with lithium potentiation; hit rate 0.35% among 210,000; Potency, µM (highest dose often 59.4 µM), without a hit: at the top dose activity, negative = IMPase inhibition, most hits filed as inhibitors; CHO-M1 cells, IP1 TR-FRET (IP-One), carbachol + lithium;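 further: IP1 builds up when IMPase is blocked and the TR-FRET signal falls; plate controls were basal vehicle for no effect and high inhibitor control for full effect; nearly all actives have a fitted effect of over 50% in size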
#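 Lithium-sensitised IP1 accumulation assay; M1-expressing CHO cells treated 30 min at 37C with compound. Competitive antibody detection by time-resolved FRET followed a 10 min room-temperature lysis step.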
# GoLoco inh red – inhibitors of human Gai1-RGS12 GoLoco interaction (red fluorophore). P63096. Gai1:RGS12 GoLoco peptide FP, rhodamine, 10 min. hit rate 0.44% among 230,000. Potency, µM (doses to about 61.6 µM), for the others: top-dose activity, negative = inhibition, usual class: inhibitors. AID 880; active means well fitted inhibition curve with a large enough effect, not every such curve was filed as active; inactive means no such curve, though single readings can be large or run the other way; further: on the % scale 0 is the no-effect control and ±100 the full control effect; nearly all actives have a fitted effect of over 30% in size; many of its hits are not listed in these tables
# Target sequence (P63096 whole entry, looked up): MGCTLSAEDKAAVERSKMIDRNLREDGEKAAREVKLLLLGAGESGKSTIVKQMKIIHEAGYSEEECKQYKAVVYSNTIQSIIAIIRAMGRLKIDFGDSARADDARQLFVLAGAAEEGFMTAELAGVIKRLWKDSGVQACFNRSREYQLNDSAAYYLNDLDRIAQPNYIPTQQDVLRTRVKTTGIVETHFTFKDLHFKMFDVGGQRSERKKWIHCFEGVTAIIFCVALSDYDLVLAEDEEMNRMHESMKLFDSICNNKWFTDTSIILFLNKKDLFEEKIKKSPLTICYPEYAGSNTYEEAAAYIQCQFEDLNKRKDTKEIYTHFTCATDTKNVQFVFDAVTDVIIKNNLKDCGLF
# Numbers without * were called inactive; i = inactive; u = inconclusive; x = no result given; & = joins results of further samples; [ ] = another dose, or the depositor's remark. Unless noted, the call rests on the fitted dose curve; in most records, active means well fitted curve in the direction sought with a large enough effect; inconclusive means small, poorly fitted or top-dose-only effect, or another doubt; inactive means no such curve, though single readings can be large; an effect the other way counts as inactive or inconclusive. Potency means the concentration at half of the fitted maximal effect. The list is partial; rates above refer to the full screens.
SMILES,NPSR antagonist,JMJD2E inh,RECQ1 helicase,Luc counter,SMN2 splice up,Epigenetic derep,IMPase Li inh,GoLoco inh red
O=C(/C=C/c1cccc([N+](=O)[O-])c1)NCCSCc1ccc(Cl)cc1Cl,-44%,-1%,u,-2%,-33%[inhibitor],0.0%,16%,-17%
OCCN1CCN(c2ncnc3sc(-c4ccccc4)cc23)CC1,-36%,u,-4%,1%,-80%[inhibitor],-0.3%,9%,11%
Cc1c(C(=O)OCC2CCCO2)[nH]c2c1C(=O)CC(c1ccco1)C2 (stereo unspecified),3%[46.1 µM],u,25µM*,-2%,-37%[inhibitor],0.0%,16%[38.3 µM],14%
CC(=O)c1c(C(C)=O)c(C)n(-c2ccc(C)c(NC(=O)c3ccccc3Cl)c2)c1C,-7%[46.1 µM],-17%,i,1%,-23%,-0.9%,7%[38.3 µM],2%
O=C(CCn1c(=O)[nH]c2ccsc2c1=O)NCCc1ccc(Cl)cc1,-8%[46.1 µM],1%,1%,-4%,7%,4.3%,-14%[38.3 µM],2%
O=C(CCSc1nnc(-c2ccncc2)o1)Nc1cccc2ccccc12,12%[46.1 µM],0%,-2%,-3%,-2%,2.4%,-3%,8%
O=C(COC(=O)c1ncc(Cl)c(Cl)c1Cl)NC(=O)NCc1ccccc1,-12%,-2%,i,2%,2%,-1.7%,5%,3%
CN(CCc1cn[nH]c1)Cc1nc(Cc2ccccc2)no1,5%,-12%,-4%,-3%,x,1.1%,10%,11%
O=C(CN1C(=O)/C(=C/c2cccc(Br)c2)SC1=S)N1CCCC1,-5%,6%,-6%,-2%,-94%[inhibitor],1.0%,-3%,9%
COc1ccc(S(=O)(=O)N2CCCN(S(=O)(=O)c3ccc(OC)cc3C)CC2)c(C)c1,-24%[46.1 µM],-2%,5%,0%,-36%[inhibitor],-0.7%,7%[38.3 µM],-3%
NC(=O)C1CCN(C(=O)CSc2nc3ccccc3[nH]2)CC1,-3%[46.1 µM],9%,i,-2%,1%,-2.9%,29%[38.3 µM],4%
COc1cccc(-c2ncc3ccccn23)c1,6%,u,i,-14%,14µM*,-1.0%,3%,-17%
O=C(NCC1CCCO1)c1ccccc1NC(=O)c1cccc2ccccc12 (stereo unspecified),2%[46.1 µM],5%,-5%,-3%,-14%,-1.2%,9%[38.3 µM],8%
CC(C)CCC[C@@H](C)[C@H]1CC[C@H]2[C@@H]3CC=C4C[C@@H](O)CC[C@]4(C)[C@H]3CC[C@]12C,x,x,-11%,-3%[39.9 µM],x,4.6%,0%,12%
Cc1ccc(C(=O)c2ccccc2C(=O)O)s1,-11%[46.1 µM],0%,-6%,-4%,15%,2.2%,0%[38.3 µM],6%
CC(C)=C(NC(=O)c1ccccc1)C(=O)N/N=C(\C)c1ccccc1O,22%,u,10%,2%,-18%,-3.2%,0%,-1%
COc1ccc(C)cc1NC(=O)C1CCN(C(=O)Cc2ccccc2)CC1,-4%,-2%,-2%,0%,4%,-1.1%,-2%,4%
COc1ccccc1C(=O)N/N=C1/NC(=O)CC(C(=O)Nc2ccccc2)S1 (stereo unspecified),8%,u,-5%,x,x,-0.4%,x,3%
CC1CC1C(=O)OCC(=O)NCc1ccc(Cl)cc1Cl (stereo unspecified),-2%[46.1 µM],-3%,-2%,17%,-19%,0.8%,17%[38.3 µM],0%
Cn1cnnc1SCc1ccc(F)c2ccccc12,-2%[46.1 µM],4%,-4%,-4%,x,-1.0%,19%[38.3 µM],5%
COC(=O)[C@H]1C[C@@H]1[C@H](NC(=O)c1cc(C)on1)c1ccccc1,22%,0%&23%,-1%&-7%,-2%&-3%,-10%&-2%,-4.3%&-0.2%,2%&-2%,-15%&4%
O=C1C=C(NCCc2ccccc2)C2(CCCCC2)O1,-2%,5%,6%,-1%,x,3.2%,0%,0%
CN1CCc2nc(NC(=O)c3cccc(S(=O)(=O)N4CCc5ccccc54)c3)sc2C1,-9%[46.1 µM],-5%,0%,1%,6%,3.0%,38%[38.3 µM],22%
COc1ccc(NC(=O)/C(=C\c2ccc(OS(=O)(=O)c3ccc(C)cc3)cc2)NC(=O)c2ccccc2)cc1,-12%[46.1 µM],1%,i,-1%,1%,-3.5%,2%[38.3 µM],1%
Cc1cc(=O)[nH]c2c1c(C)nn2C1CCCC1,6%[46.1 µM],-5%,i,2%,15%,-2.1%,8%[38.3 µM],3%

# 3 of these compounds in a different format:
canonical_smiles	NPSR antagonist	JMJD2E inh	RECQ1 helicase	Luc counter	SMN2 splice up	Epigenetic derep	IMPase Li inh	GoLoco inh red
COc1ccccc1C(=O)N/N=C1/NC(=O)CC(C(=O)Nc2ccccc2)S1 (stereo unspecified)	8%	u	-5%	x	x	-0.4%	x	3%
CC1CC1C(=O)OCC(=O)NCc1ccc(Cl)cc1Cl (stereo unspecified)	-2%[46.1 µM]	-3%	-2%	17%	-19%	0.8%	17%[38.3 µM]	0%
Cn1cnnc1SCc1ccc(F)c2ccccc12	-2%[46.1 µM]	4%	-4%	-4%	x	-1.0%	19%[38.3 µM]	5%

# Three compounds out of the list, sorted by SMILES length, largest number first:
SMILES,NPSR antagonist,JMJD2E inh,RECQ1 helicase,Luc counter,SMN2 splice up,Epigenetic derep,IMPase Li inh,GoLoco inh red
CC(C)CCC[C@@H](C)[C@H]1CC[C@H]2[C@@H]3CC=C4C[C@@H](O)CC[C@]4(C)[C@H]3CC[C@]12C,x,x,-11%,-3%[39.9 µM],x,4.6%,0%,12%
COc1ccc(C)cc1NC(=O)C1CCN(C(=O)Cc2ccccc2)CC1,-4%,-2%,-2%,0%,4%,-1.1%,-2%,4%
Cc1cc(=O)[nH]c2c1c(C)nn2C1CCCC1,6%[46.1 µM],-5%,i,2%,15%,-2.1%,8%[38.3 µM],3%

# Next section
SMILES,NPSR antagonist,JMJD2E inh,RECQ1 helicase,Luc counter,SMN2 splice up,Epigenetic derep,IMPase Li inh,GoLoco inh red
O=C(O)[C@@H](Br)[C@@H](Br)c1ccccc1[N+](=O)[O-],x,x,x,-4%[7.66 µM],-6%[9.22 µM],x,-3%,-20%[14.2 µM]
Cc1ccc(/C=C2\SC(N3CCCC3)=NC2=O)cc1,-20%,-11%,i,0%,-12%,-4.5%,2%,20%
O=S(=O)(c1ccc(S(=O)(=O)N(Cc2ccco2)Cc2ccccc2Cl)cc1)N1CCCC1,-24%[46.1 µM],0%,-9%,0%,-15%,-1.3%,50%[activator][38.3 µM],5%
NS(=O)(=O)c1cccc(NC(=O)CSc2nc3nc(-c4cccs4)cc(C(F)(F)F)c3c(=O)[nH]2)c1,29%,u,-5%,x,x,5.9%,x,14%
O=C(CS(=O)(=O)Cc1ccccc1)Nc1nnc(C2CCCCC2)s1,-5%[46.1 µM],4%,-4%,-3%,-29%,-0.8%,6%[38.3 µM],-2%
O=C(COc1ccccc1)NCc1ccccc1,-8%[46.1 µM],8%,-7%,1%,0%,-4.1%,24%[38.3 µM],9%
COCc1cc(=O)[nH]c2cc(NC(=O)C(F)(F)F)c(C)cc12,-7%[46.1 µM],u,11%,-4%,6%,-2.5%,-8%[38.3 µM],10%
CC(C)CN(C(=O)CSc1nnnn1-c1ccccc1)c1c(N)n(CC(C)C)c(=O)[nH]c1=O,-3%,-5%,-8%,4%,-9%,-1.6%,0%,6%
O=C(Nc1ccccc1)c1ccc[n+](Cc2ccc([N+](=O)[O-])cc2)c1,29%,2%,-1%,5%,11%,2.0%,15%,25%
CSc1ncccc1C(=O)OCC(=O)N(C)C,10%,-1%,-7%,1%,26%,0.0%,0%,7%
Cc1occc1-c1nnc(SCC(N)=O)o1,7%,0%,27%,0%,9%,5.4%,8%,-1%
COC(=O)[C@@H](NC(=O)Nc1ccc(OC(F)(F)F)cc1)C(C)C,4%[46.1 µM],-5%,-3%,3%,-22%,-0.8%,-2%[38.3 µM],-13%
CC1=NN(C(=O)COc2ccc(C)c(C)c2)C(O)(c2ccc(Cl)cc2)C1 (stereo unspecified),-17%,-12%,-8%,-2%,6%,-1.0%,-5%,13%
O=C(CSc1nnc(C2COc3ccccc3O2)o1)N1CCCC1 (stereo unspecified),11%,-7%,-14%,-4%,x,2.3%,-3%,6%
O=c1c2c3c(sc2ncn1/N=C/c1cccnc1)CCCC3,-35%,5%,-10%,-2%,8%,2.1%,9%,7%
COc1ccc(OCC(O)CNS(=O)(=O)c2cccc(Cl)c2)cc1 (stereo unspecified),-21%,3%,3%,x,x,2.3%,x,5%
O=c1cc(CN2CCN(S(=O)(=O)c3ccc4ccccc4c3)CC2)nc2sccn12,-18%,3%,-4%,5%,-8%,-1.1%,5%,7%
Cc1ccsc1/C=N/NC(=O)C(N)=O,-11%,-11%,-5%,4%,u,-0.1%,22%,3%
COc1cccc(C(=O)N[C@@H](CCSC)c2nc3ccccc3[nH]2)c1,14%,-5%,-1%,-3%,6%,0.1%,18%,-5%
O=C(NNC(=O)c1ccccc1C(=O)O)c1ccc(O)cc1,10%,4%,4%,-4%,-21%,-1.3%,-2%,8%
COc1ccc(CC(=O)NCc2nnc(SCC(=O)Nc3nccs3)n2-c2ccccc2)cc1,-8%[46.1 µM],-1%,-6%,-1%,-9%,0.1%,33%[38.3 µM],1%
S=c1[nH]nc(-c2ccncc2)n1/N=C/c1ccccc1Cl,13%,-7%,-4%,x,x,-0.3%,x,7%
O=C(Nc1cccc(F)c1)c1ccc(S(=O)(=O)NCC2CCCO2)cc1 (stereo unspecified),6%[46.1 µM],-3%,-7%,x,x,-3.4%,x,x
CCOC(=O)c1nnn(-c2nonc2N)c1COc1ccc(F)cc1,-18%[46.1 µM],8%,-8%,-7%,-16%,-1.3%,8%[38.3 µM],3%

# Taken from above.
# COc1cccc(C(=O)N[C@@H](CCSC)c2nc3ccccc3[nH]2)c1 | NPSR antagonist = 14%
# O=C(CSc1nnc(C2COc3ccccc3O2)o1)N1CCCC1 (stereo unspecified) | IMPase Li inh = -3%
